VCAM1 TNFa inh: inhibitors of TNFa-induced VCAM1 expression, primary screen, imaging, HUVEC, TNFa stimulus, immunofluorescence | HUVEC TNFa-induced VCAM-1 immunofluorescence, high-content imaging | inhibition, % at 2 µM | 95,000 compounds, 0.48% hits | AID 802, 2007;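 active = inhibition above the batch mean plus 3 SD, with images confirmed as a hit by eye, cut at about 37% in these data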;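 note: 0% = TNF-stimulated DMSO wells and 100% = unstimulated control wells; not every result past the cut was called active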
Calb biofilm kill: clotrimazole potentiators killing Candida biofilms, primary screen, with clotrimazole, Alamar Blue. C. albicans biofilm + clotrimazole. inhibition, % at 6 µM. 85,000 compounds, 0.14% hits. AID 834, 2007;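 active = inhibition above 20%; inactive = inhibition below 20%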;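 note: preformed 24 hr biofilms exposed to compound for 48 hr; 0% = biofilm without compound and 100% = blank killed by clotrimazole plus chlorhexidine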
CYP2C19 inhib: blockers of cytochrome P450 2C19 activity – biochemical, luminescence, ADME assay, primary screen; AID 778, 2007; P33261; CYP2C19 Supersomes, luciferin-H EGE luminescence, 30 min; inhibition, % at 5 µM; 96,000 compounds, 21% hits;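 active = CYP2C19 inhibition above a set limit at 5 µM in the primary screen, cut at about 50% in these data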;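 note: plate controls were negative control wells for no effect and 2.5 mM tranylcypromine positive control for full effect; values of inactives mirror those of a sister screen read the other way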
TNFa cytotox: cytotoxicity in TNFa-stimulated HUVEC, primary screen, cytotoxicity control for VCAM1 expression modulator project, imaging, Hoechst nuclei count; AID 848, 2007; 93,000 compounds, 0.17% hits; cell count reduction, % at 2 µM; HUVEC TNFalpha-stimulated, Hoechst cell count;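 active = cell count reduction exceeding the screen mean by over 5 SD, scaled to untreated wells per plate, cut at about 78% in these data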;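 note: cells counted after 24 h of TNF alpha exposure following the 1 h pretreatment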
DAT uptake mod: changed hDAT dopamine uptake under cocaine IC80, either direction, primary screen, cocaine antagonist project, cell-based, LLC-PK1 hDAT, [14C]-dopamine uptake, MLSMR; B-score at 10 µM; Sodium-dependent dopamine transporter (Homo sapiens), Q01959; 110,000 compounds, 1.3% hits; LLC-PK1 hDAT cells, [14C]-dopamine uptake with cocaine IC80; actives deviate in either direction; AID 449768, 2010;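 active = Z score or B-score, a plate-position-corrected score, falls beyond the plate's 99.7% confidence bounds, in either direction; inactive = both scores lie inside the 99.7% bounds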;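 note: scored against the spread of the other compound wells on the same plate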
Target sequence (Q01959 whole entry, looked up): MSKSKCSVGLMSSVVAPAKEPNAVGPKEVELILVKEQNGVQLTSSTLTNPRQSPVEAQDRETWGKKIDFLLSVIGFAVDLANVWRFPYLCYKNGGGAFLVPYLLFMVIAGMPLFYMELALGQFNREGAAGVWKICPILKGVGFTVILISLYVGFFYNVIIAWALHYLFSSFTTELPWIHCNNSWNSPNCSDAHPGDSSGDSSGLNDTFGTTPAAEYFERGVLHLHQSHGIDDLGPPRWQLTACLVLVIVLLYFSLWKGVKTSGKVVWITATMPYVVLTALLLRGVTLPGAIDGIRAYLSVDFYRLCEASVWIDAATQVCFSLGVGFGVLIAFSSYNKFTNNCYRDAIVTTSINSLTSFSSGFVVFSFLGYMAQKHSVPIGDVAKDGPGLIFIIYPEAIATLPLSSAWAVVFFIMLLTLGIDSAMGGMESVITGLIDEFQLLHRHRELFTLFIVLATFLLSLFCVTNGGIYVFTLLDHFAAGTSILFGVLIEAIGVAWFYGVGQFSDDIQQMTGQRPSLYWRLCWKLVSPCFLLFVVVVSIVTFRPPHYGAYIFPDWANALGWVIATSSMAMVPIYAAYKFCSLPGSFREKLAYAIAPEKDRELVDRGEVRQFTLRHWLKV
HUVEC tox IL1B: cytotoxicity in IL-1B stimulated HUVEC, primary screen, cytotoxicity control for IL-1B NFkB translocation project, imaging, Hoechst nuclear count, IL-1B stimulus; 94,000 compounds, 0.41% hits; cell count reduction, % at 2 µM; HUVEC cell count loss;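 active = cell count reduction more than 3 SD above the screen-wide mean, cut at about 70% in these data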;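 note: normalized per plate to untreated control cells as the no-loss baseline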
CYP2C9 act: human CYP2C9 activators, primary screen, biochemical, luminescence. activation factor at 5 µM. 96,000 compounds, 1.4% hits. Cytochrome P450 2C9 (Homo sapiens), P11712. recombinant CYP2C9, luciferin-H conversion; hits give high values; factor 1 = untreated enzyme, 0 = blocked;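 active = activation factor of 2 or more for CYP2C9 at a 5 µM dose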;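 note: 0 = sulfaphenazole-blocked wells and 1 = vehicle-only wells; values of inactives mirror those of a sister screen read the other way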
Target sequence (P11712 whole entry, looked up): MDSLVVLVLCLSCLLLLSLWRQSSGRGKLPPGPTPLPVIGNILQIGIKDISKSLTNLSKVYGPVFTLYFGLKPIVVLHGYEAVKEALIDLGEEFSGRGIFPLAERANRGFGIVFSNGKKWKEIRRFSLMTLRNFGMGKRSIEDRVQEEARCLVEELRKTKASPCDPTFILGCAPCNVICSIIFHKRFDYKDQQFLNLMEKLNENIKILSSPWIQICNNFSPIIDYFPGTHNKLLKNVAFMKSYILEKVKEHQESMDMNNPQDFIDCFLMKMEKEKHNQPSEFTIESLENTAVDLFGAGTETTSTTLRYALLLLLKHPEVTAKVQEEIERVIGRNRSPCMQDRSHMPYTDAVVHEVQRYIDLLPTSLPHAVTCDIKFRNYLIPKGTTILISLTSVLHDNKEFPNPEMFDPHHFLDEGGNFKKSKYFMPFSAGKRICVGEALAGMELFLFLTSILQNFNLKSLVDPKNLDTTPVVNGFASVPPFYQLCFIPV
CYP2C19 act: human CYP2C19 activators, primary screen, biochemical, luminescence. Cytochrome P450 2C19 (Homo sapiens), P33261. 96,000 tested, under 10 active. recombinant CYP2C19, luciferin-H EGE luminescence; hits give high values; 0 = fully inhibited enzyme, 1 = untreated enzyme. activation factor at 5 µM;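 active = activation factor of at least 2 at 5 µM in the primary screen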;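 note: 0 = wells with 2.5 mM tranylcypromine and 1 = vehicle-only wells; values of inactives mirror those of a sister screen read the other way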
CYP2C9 inhib: blockers of cytochrome P450 2C9 activity – biochemical, luminescence, ADME assay, primary screen; P11712; CYP2C9 Supersomes, luciferin-H conversion; inhibition, % at 5 µM; 96,000 compounds, 20% hits; AID 777, 2007;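 active = blocking of liver enzyme CYP2C9 beyond about 50% at 5 µM, limit read from the data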; note: values of inactives mirror those of a sister screen read the other way
Numbers without * were called inactive; / = no result given.

SMILES	VCAM1 TNFa inh	Calb biofilm kill	CYP2C19 inhib	TNFa cytotox	DAT uptake mod	HUVEC tox IL1B	CYP2C9 act	CYP2C19 act	CYP2C9 inhib
CCc1nc(SCC(=O)N2c3ccccc3Sc3ccccc32)c2ccccc2n1	21	/	0	-14	0.019	15	0.5	1	53*
Cc1ccc(N2C(=O)C(Cl)=C(NCCO)C2=O)c(C)c1	0	-3	42	-13	-1.3	-23	1.1	0.6	-14
CN(C(=O)CSc1nnc(Nc2ccccc2)s1)c1c(N)n(Cc2ccccc2)c(=O)[nH]c1=O	-32	/	26	-10	1.6	2	0.4	0.7	64*
Cc1c(-n2cc(C(=O)c3ccccc3O)cc(C#N)c2=O)c(=O)n(-c2ccccc2)n1C	-1	2	4	-7	/	6	0.9	1	7
CCc1ccccc1NC(=O)CSc1nc(-c2ccccc2)nn1C(=O)c1cccc([N+](=O)[O-])c1	0	/	76*	-7	5.4*	-14	0.3	0.2	74*
Clc1cccc(CN2CCC(Cc3ccccc3)CC2)c1	3	/	37	0	-0.58	-23	1	0.6	0
CSc1ccccc1NC(=O)Cn1c(-c2cscn2)nc2ccccc21	50	7	98*	38	-0.69	3	0.2	0	78*
CCN(c1c(C)n(C)n(-c2ccccc2)c1=O)S(C)(=O)=O	11	4	0	-16	-1.9	12	1.1	1	-8
CC(C)CCN1C(=O)CCC1(C)C(=O)NC1CCCCCC1 (stereo unspecified)	8	2	20	28	-1	13	0.9	0.8	11
Cn1c2ccccc2c2c(C(=O)N3CCN(c4ccccn4)CC3)cn(C3CCCC3)c(=O)c21	25	4	69*	-34	1.3	11	0.1	0.3	94*
O=C(C/C=N/OCc1c(Cl)cccc1Cl)c1ccccc1	22	/	22	-16	0.22	8	1	0.8	0
Cc1cc(C)c(S(=O)(=O)c2ccccc2C)c(Oc2ccccc2)n1	23	/	69*	6	-0.21	-14	0.4	0.3	56*
COc1ccccc1CNC(=O)c1c(-c2ccccc2)nn(-c2ccccc2)c1C	0	/	48	-38	1.6	0	0.7	0.5	28
Cc1cccc(-c2nnc(SCc3cc(=O)[nH]c4ccccc34)n2C)c1	18	/	84*	3	-0.24	-28	2.1*	0.2	-111
Cc1ccc(Cn2ccc(NC(=O)c3cc(-c4ccc5c(c4)OCO5)on3)n2)cc1	-4	6	5	-27	-0.92	9	0.5	1	47
O=C(CN1C(=O)NC2(CCCC2)C1=O)Nc1cccc(-c2nnc3n2CCCCC3)c1	15	-2	-3	-23	-0.81	-6	1	1	0
Cc1ccccc1NS(=O)(=O)c1ccc2[nH]cc(C(=O)NCCCN3CCOCC3)c(=O)c2c1	0	6	0	13	-0.04	-95	0.6	1	38
Cc1c(NC(=O)CN2CCN(c3ccccc3)CC2)c(=O)n(-c2ccccc2)n1C	14	2	-3	12	-0.76	-16	1.1	1	-13
O=C(Nc1ccc(F)cc1)NC1(C(=O)NCc2cccs2)CCCCC1	27	/	47	18	0.0042	-7	0.8	0.5	22
Cc1ccc(Cl)cc1N1CCN(C(=O)C2CCN(S(=O)(=O)c3cnc[nH]3)CC2)CC1	/	7	23	/	0.14	/	0.7	0.8	29

In the list so far, these contain two or more sulfur atoms.
SMILES	VCAM1 TNFa inh	Calb biofilm kill	CYP2C19 inhib	TNFa cytotox	DAT uptake mod	HUVEC tox IL1B	CYP2C9 act	CYP2C19 act	CYP2C9 inhib
CCc1nc(SCC(=O)N2c3ccccc3Sc3ccccc32)c2ccccc2n1	21	/	0	-14	0.019	15	0.5	1	53*
CN(C(=O)CSc1nnc(Nc2ccccc2)s1)c1c(N)n(Cc2ccccc2)c(=O)[nH]c1=O	-32	/	26	-10	1.6	2	0.4	0.7	64*
CSc1ccccc1NC(=O)Cn1c(-c2cscn2)nc2ccccc21	50	7	98*	38	-0.69	3	0.2	0	78*

New compounds follow:
SMILES	VCAM1 TNFa inh	Calb biofilm kill	CYP2C19 inhib	TNFa cytotox	DAT uptake mod	HUVEC tox IL1B	CYP2C9 act	CYP2C19 act	CYP2C9 inhib
CC(=O)c1nn(-c2cccc(Br)c2)cc1C(=O)c1ccc(Br)cc1	-19	/	-17	-7	-0.54	-10	2.4*	1.2	-140
COc1ccc(C(=O)Nc2ccc(S(=O)(=O)Nc3nccc(C)n3)cc2)cc1OC	14	0	-20	-6	0.016	-10	0.9	1.2	6
Cc1cc(OCC(=O)NCC(C)C)cc(C)c1Br	-6	8	16	-1	0.09	6	1.8	0.8	-79
CS(=O)(=O)Nc1ccccc1C(=O)Nc1ccccc1Cl	3	4	/	-44	-0.62	7	/	/	/
CCOC(=O)N1CCN(C(=O)C2CC(c3ccccc3OC)=NO2)CC1 (stereo unspecified)	4	-2	10	-23	-0.0037	10	1.1	0.9	-11
COC(=O)[C@@H](NC(=O)Nc1ccc(C(C)=O)cc1)C(C)C	1	1	4	0	-1.1	28	1.1	1	-14
CCN(c1ccccc1)S(=O)(=O)c1ccc(F)cc1C	-13	4	67*	5	-0.26	-21	0.9	0.3	10
O=C(CSc1nc2cccnc2n1Cc1ccccc1)N1CCCC1	-1	8	13	-3	0.3	-3	0.8	0.9	20
COc1ccc(Oc2coc3c(CN4CCOCC4)c(O)ccc3c2=O)cc1	17	6	6	-25	-7.4*	-5	1.1	0.9	-5
COCCn1nnnc1C(c1ccccn1)N1CCN(c2cc(C)ccc2C)CC1 (stereo unspecified)	1	6	83*	-15	-0.22	-14	0.3	0.2	70*
C/C(=N\OC(=O)c1ccccc1F)c1nccs1	-4	/	10	-23	-0.53	-4	1	0.9	3
COc1cccc(OC)c1C(=O)N1CCN(Cc2ccccc2C(F)(F)F)CC1	-19	4	94*	-13	0.35	20	0.1	0.1	91*
Cc1ccc(NC(=O)C2CCN(S(=O)(=O)c3cccc4cccnc34)CC2)nc1	4	-4	68*	-12	-0.015	-29	1.5	0.3	-46
CCc1ccccc1NC(=O)CSc1nc2c(c(-c3ccco3)c1C#N)CCCC2	21	-4	88*	-10	-1.2	7	0.7	0.1	34
COC(=O)C1=CN(C)C=C(C(=O)OC)C1c1ccc(Cl)cc1Cl	-1	8	74*	-10	0.15	-21	0.7	0.3	28
CC(NC(=O)C1CCCO1)c1ccccc1 (stereo unspecified)	-19	4	17	-44	-0.9	-4	1	0.8	-3
CCn1c(O)c(N=NC(=O)CNC(=O)/C=C/c2ccco2)c2ccccc21	22	3	50*	-16	0.8	-22	0.4	0.5	65*
COc1ccc(NC(=O)C(NC(C)=O)C(=O)NCc2ccccc2)cc1 (stereo unspecified)	-6	/	12	-20	0.65	8	1.1	0.9	-8
Cn1ncc(Cl)c1C(=O)Nc1cccc(Cl)c1	-28	6	/	-5	-0.22	23	/	/	/
CN(C)C(=O)Cn1cnc2c(cnn2-c2ccccc2Cl)c1=O	2	5	7	44	0.38	0	1	0.9	0
FC(F)(F)COc1nc(N2CCOCC2)nc(N(c2ccccc2)c2ccccc2)n1	11	2	/	-10	0.31	-22	/	/	/
COc1cc(CN(C)CCc2ccccc2)ccc1OCc1ccccc1	-9	/	14	11	1.5	48	0.9	0.9	12
O=C(CSc1nc2ccccc2c(=O)[nH]1)N1CCCCC1	2	-3	1	2	2.5	4	0.8	1	17
O=C1CCOc2cc(OCc3ccccc3)ccc21	-19	4	/	-27	0.54	-21	/	/	/
Cc1cc(CN(C)C)c(O)c(C2(C)CCCCC2)c1	-1	-1	8	/	0.51	3	1.1	0.9	-5
Cc1cccc(NC(=O)COc2ccc(Br)cc2)n1	15	7	40	-7	-1.5	-53	0.8	0.6	24
COC(=O)c1c(=O)n(O)c2ccc(OC)cc2[n+]1[O-]	13	15	-21	-12	-1.2	-36	1.4	1.2	-40
O=C(CSc1nccc(=O)[nH]1)Nc1ccc(S(=O)(=O)N2CCOCC2)cc1	14	-3	/	-12	0.4	-24	/	/	/
CCOc1ccc(NC(=O)CN2CCN(CC(=O)Nc3ccc(F)cc3)CC2)cc1	4	1	8	-40	-0.0088	-27	1	0.9	2
CC(C)(C)c1ccc(S(=O)(=O)NC(Cc2ccccc2)C(=O)O)cc1 (stereo unspecified)	-11	1	2	-1	0.5	-33	0.7	1	32
Fc1cc(F)c(F)c(SCCc2ccncc2)c1F	19	7	81*	-27	0.31	-26	0.3	0.2	74*
COc1cc(C)nc(N2CCCC(C(=O)Nc3cccc(Cl)c3Cl)C2)n1 (stereo unspecified)	5	8	15	-3	-0.42	-20	0.7	0.8	32
CCOC(=O)c1sc(NC(=O)CSc2n[nH]c(-c3ccc(Cl)cc3Cl)n2)c(C#N)c1C	9	4	34	9	0.36	4	0.2	0.7	76*
Cn1c(=O)c2c(nc(Br)n2CC(=O)c2cccs2)n(C)c1=O	-2	0	13	-39	0.39	-127	1	0.9	0
CCCCN(CCCC)C1=Nc2ccccc2N/C1=C(/C#N)C(=O)OCC	21	12	12	-7	-0.3	-14	0.7	0.9	30
Cc1nc2cc(NC(=O)NCCC3=CCCCC3)ccc2o1	1	5	26	-38	-1	-12	0.8	0.7	20
Cc1nnc(SCC(=O)N2CCC(C(N)=O)CC2)s1	-7	6	/	/	0.32	-36	/	/	/
CC1=CC(=C2C(=O)c3ccccc3C2=O)C=C(C)N1Cc1ccco1	-1	3	51*	4	/	-33	0.3	0.5	68*
COc1ccccc1/C=N/n1c(C)nnc1-n1nc(C)cc1C	3	1	2	2	-0.42	-3	1.1	1	-6
Cc1ccc(C)c(NC(=S)NNC(=O)c2ccco2)c1	0	/	0	-3	-0.5	-4	0.6	1	41
O=C(O)CSc1nnc(-c2ccc(S(=O)(=O)N3CCCC3)cc2)n1Cc1ccco1	-4	8	4	-16	-0.0035	-8	1	1	3
Cc1ccccc1C(=O)NC(=S)Nc1ccc(S(=O)(=O)N(C)c2ccccc2)cc1	-15	/	87*	-14	0.78	1	0.2	0.1	82*
C=CCn1c(SCC(=O)Nc2ccc3c(c2)OCO3)nc2ccccc2c1=O	1	0	-7	-23	2.1	-42	0.7	1.1	30

Single entries from above.
Fc1cc(F)c(F)c(SCCc2ccncc2)c1F @ Calb biofilm kill: 7
CC1=CC(=C2C(=O)c3ccccc3C2=O)C=C(C)N1Cc1ccco1 @ CYP2C19 inhib: 51*
C=CCn1c(SCC(=O)Nc2ccc3c(c2)OCO3)nc2ccccc2c1=O @ CYP2C19 act: 1.1
Cc1cccc(NC(=O)COc2ccc(Br)cc2)n1 @ CYP2C19 act: 0.6
CCOc1ccc(NC(=O)CN2CCN(CC(=O)Nc3ccc(F)cc3)CC2)cc1 @ HUVEC tox IL1B: -27
Cc1cc(CN(C)C)c(O)c(C2(C)CCCCC2)c1 @ CYP2C19 inhib: 8
CCCCN(CCCC)C1=Nc2ccccc2N/C1=C(/C#N)C(=O)OCC @ CYP2C9 inhib: 30

Screens: PubChem, several laboratories
